Screening data deposited in PubChem BioAssay by National Center for Advancing Translational Sciences (NCATS).
12-hLO inh: blocks human 12-lipoxygenase activity; P18054; purified 12-hLO, xylenol orange hydroperoxide absorbance; Potency, µM (doses to about 57.1 µM), without a hit: top-dose activity change, negative = inhibition, most hits filed as inhibitors; 150,000 compounds, 0.12% hits; AID 1452; further: potency means the concentration at half of the fitted maximal effect; nearly all actives have a fitted effect of over 55% in size; many of its hits are not listed in these tables
Target sequence (P18054 whole entry, looked up): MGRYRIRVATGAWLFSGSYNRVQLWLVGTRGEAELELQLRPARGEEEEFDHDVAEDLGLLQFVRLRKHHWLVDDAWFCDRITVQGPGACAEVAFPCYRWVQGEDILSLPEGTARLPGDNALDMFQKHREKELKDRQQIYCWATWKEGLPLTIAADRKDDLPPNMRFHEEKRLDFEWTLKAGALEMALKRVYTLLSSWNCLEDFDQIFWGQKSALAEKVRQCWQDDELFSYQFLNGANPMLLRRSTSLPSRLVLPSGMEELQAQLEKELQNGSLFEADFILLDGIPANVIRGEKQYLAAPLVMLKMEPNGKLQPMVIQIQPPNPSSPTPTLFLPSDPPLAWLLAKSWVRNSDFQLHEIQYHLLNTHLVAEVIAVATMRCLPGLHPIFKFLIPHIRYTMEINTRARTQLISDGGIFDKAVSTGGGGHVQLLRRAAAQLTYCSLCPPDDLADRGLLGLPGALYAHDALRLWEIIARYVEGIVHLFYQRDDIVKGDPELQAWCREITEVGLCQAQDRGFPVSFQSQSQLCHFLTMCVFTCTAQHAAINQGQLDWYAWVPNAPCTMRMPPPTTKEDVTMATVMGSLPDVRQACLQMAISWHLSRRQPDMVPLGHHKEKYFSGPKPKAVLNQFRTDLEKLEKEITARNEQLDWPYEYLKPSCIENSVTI
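Xylenol orange chromogenic assay: hydroperoxide from 12hLO oxidises Fe(II), giving red-shifted Fe(III)-XO absorbance. Conditions: 150 nM enzyme, 40 uM arachidonic acid, 25 mM Hepes pH 7.0, 0.01% Triton X-100, 30 min, room temperature.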
15-hLO-2 inh: inhibitors of human 15-lipoxygenase 2 (ALOX15B); purified 15hLO-2, xylenol orange hydroperoxide absorbance; Potency, µM (titrated, usually from 57.1 µM), for the others: at the top dose activity change, negative = inhibition, actives largely listed as inhibitors; 110,000 compounds, 0.56% hits; further: potency means the concentration at half of the fitted maximal effect; nearly all actives have a fitted effect of over 60% in size; many of its hits are not listed in these tables
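Read-out: hydroperoxide product oxidises ferrous iron, measured as xylenol orange complex via the 573-to-405 nm absorbance ratio after 30 min. Reaction: 50 nM enzyme, 15 min compound preincubation, 45 uM arachidonic acid, 90 min RT, Hepes pH 7.5 with Triton X-100.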
PNC inhibitor: perinucleolar compartment assembly inhibition | AID 2417 | PC3M PTB-GFP, PNC prevalence imaging, 16 h; active compounds read low | activity change (PNC), negative = inhibition, % at 10 µM | 140,000 compounds, 3.1% hits;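 active means readout at or below -70, meaning at least 70% loss of cells showing the perinucleolar compartment, a nuclear body marking cancer cells; inconclusive means readout between -30 and a set limit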;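 further: plate controls were DMSO wells for no effect and camptothecin positive control wells for full effect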
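Compounds are pinned in duplicate onto adhered PC3M cells stably expressing GFP-tagged PTB and incubated 16 h at 37 C. Cells are then fixed, nuclei stained with Hoechst, and PNC-positive cells counted.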
IMPase cell inh: cell-permeable inhibitors of inositol monophosphatase (IMPase); inhibition (IP1 accumulation), % at 46.1 µM; P97697; CHO-M1 cells, IP1 accumulation, HTRF TR-FRET ratio; AID 901; 120,000 tested, under 10 active; active means well fitted curve in the direction sought with a large enough effect in the signal ratio, not every such curve was filed as active; inconclusive means small, poorly fitted or top-dose-only effect, or a change in a side signal; inactive means no such curve, though single readings can be large or run the other way; the % refers to the signal ratio;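 further: cells stimulated with carbachol in lithium chloride buffer; plate controls were DMSO basal wells for no effect and reference inhibitor wells for full effect; higher means more IMPase inhibition seen as more IP1 and lower FRET ratio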
Target sequence (P97697 whole entry, looked up): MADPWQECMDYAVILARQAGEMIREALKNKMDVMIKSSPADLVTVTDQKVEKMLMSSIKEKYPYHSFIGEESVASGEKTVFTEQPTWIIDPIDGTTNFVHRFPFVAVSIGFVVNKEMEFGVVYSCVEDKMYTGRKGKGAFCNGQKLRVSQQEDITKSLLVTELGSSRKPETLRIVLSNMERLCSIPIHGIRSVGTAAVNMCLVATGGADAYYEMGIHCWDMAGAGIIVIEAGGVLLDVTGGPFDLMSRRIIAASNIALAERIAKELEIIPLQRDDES
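In this qHTS, compounds (final up to 46 uM) act on CHO-M1 cells that are then activated through the M1 receptor with carbachol, in pH 7.4 buffer containing 50 mM LiCl, for 30 min. IP1 accumulation is quantified by the IP-One immunoassay.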
Active calls of the source: *; ? = inconclusive; · = not tested or not shown; & = joins results of further samples; [ ] = another dose, or the depositor's remark. Unless noted, the call rests on the fitted dose curve; in most records, active means well fitted curve in the direction sought with a large enough effect; inconclusive means small, poorly fitted or top-dose-only effect, or another doubt; inactive means no such curve, though single readings can be large; an effect the other way counts as inactive or inconclusive. Unless noted, on the % scale 0 is the no-effect control and ±100 the full control effect. The list is partial (hit frequency here may not be typical).

SMILES	12-hLO inh	15-hLO-2 inh	PNC inhibitor	IMPase cell inh
CCOc1cc(C=O)ccc1OS(=O)(=O)c1ccc(NC(C)=O)cc1	-2%	·	38	·
O=C(Nc1ccccc1Cc1ccccc1)c1ccc2c(c1)SC1=NS(=O)(=O)CCN12	1%	·	19	·
Cn1c(=O)n(C)c2cc(NC(=O)CSc3nnc(-c4ccccc4O)n3-c3ccccc3)ccc21	-9%	-10%	?	11
COc1ccc(OCCCCOc2ccccc2Cl)cc1	5%	25%	103	-2
CCC(=O)Nc1cccc(NC(=O)CSc2nnnn2C)c1	0%	-3%	?	-7
CCC(NC(=O)c1ccccc1O)c1ccccc1 (stereo not drawn)	-16%	0%	-109*	4
Cc1ccc(Cl)cc1N1CCN(S(=O)(=O)c2c(C)[nH]c(=O)[nH]c2=O)CC1	4%	0%	-16	8
Cc1ccc(S(=O)(=O)N/N=C/c2c(C)nn(-c3ccccc3)c2C)cc1	-30%	-5%	10	11
Brc1ccccc1Cn1c(-c2cscn2)nc2ccccc21	-5%	34%[activator]	32	2
N#C/C(=C(\O)c1ccco1)c1ccccn1	-27%	-19%	20	4
O=C(CSc1nnc(CNC(=O)C23CC4CC(CC(C4)C2)C3)n1-c1ccc(F)cc1)Nc1ccccc1	0%	·	?	?
CC(=O)Nc1cc2nn(-c3ccccc3)nc2cc1Cl	1%	-2%	41	8
O=S1CCCSC1c1cccnc1 (stereo not drawn)	-1%	4%[2.29 µM]	-20	4
CCOC(=O)c1sc2nccc(N(C)C)c2c1N=CNOCc1ccccc1	-10%	20%	29	-2
Cc1ccc(N(CN2C(=O)c3ccccc3C2=O)C(=O)c2ccc([N+](=O)[O-])cc2[N+](=O)[O-])cc1	-5%	·	-30	·
O=C(c1ccncc1)N1CCC2(CC1)CN(Cc1cc(C(F)(F)F)cc(C(F)(F)F)c1)C2	5%	23%	·	·
N=C(N)SCc1cccc2c(=O)cc(-c3ccccc3)oc12	5%[11.4 µM]	12%[11.4 µM]	·	·
C[C@H](NC(=O)/C(C#N)=C/c1ccc(O)c(O)c1)c1ccccc1	20µM*	?	·	16
Cn1nc(CC(=O)Nc2ccc3c(c2)CCC3)c2ccccc2c1=O	0%	-3%	?	?
CC(OC(=O)c1ccc(S(=O)(=O)NCc2ccco2)cc1)C(=O)Nc1ccc(Cl)cn1 (stereo not drawn)	-3%	·	-15	·
CSc1nnc(NC(=O)C2CCCCC2)s1	2%	-10%	-24	8
CC(=O)c1nn(-c2ccc(Br)cc2)cc1C(=O)c1ccco1	3%	·	-15	6[0.0738 µM]
COc1ccc(CNc2ccc3c(c2)CCC3)cc1OC	-1%	-14%	-20	2
O=C(Cn1nc(C(F)(F)F)c2c1CCCC2)Nc1ccc2c(c1)OCO2	1%	-3%	?	0
Cc1ccc(-c2nn(C)c(=O)c3ccccc23)cc1S(=O)(=O)NCCN1CCOCC1	1%	4%	?	1
Cc1ccc(C(C)C)c(OCC(=O)Nn2c(=O)[nH]c3ccccc3c2=O)c1	-1%	·	?	·
COCCNC(=O)c1ccccc1NC(=O)c1ccccc1N(C)S(=O)(=O)c1ccc(C)cc1	-3%	-11%	-7	11
Cc1ccc(N2C(=O)[C@@H]3[C@H](C2=O)C2c4ccccc4C=NN2[C@@H]3C(=O)c2ccc(Cl)cc2)cc1 (stereo partly drawn)	-1%	·	?	·
COc1ccc(N/C(C)=C/C(=O)c2ccccc2)cc1	-4%	·	-17	·
CCOc1ccc(C2=NNC(c3cccs3)=Nc3ccc(OC)cc32)cc1	-10%	·	?	12
O=C(C1CCCN(S(=O)(=O)c2cccs2)C1)N1CCc2ccccc2C1 (stereo not drawn)	-5%	-2%	29	2
CC(C)OCCCNS(=O)(=O)c1ccc2c(c1)oc(=O)n2C	0%	4%	-14	3
OCCNc1cc(-n2nc(-c3ccccc3)cc2-c2ccccc2)ncn1	0%	26%	9	1
Nc1cc(=O)[nH]c(=O)n1Cc1ccccc1	1%&2%	-7%	42	·
CCOc1ccc(C(C)NC(=O)Nc2ccccc2C(=O)OC)cc1 (stereo not drawn)	-2%	7%	57	0
CCN(Cc1cc2ccccc2[nH]c1=O)C(=O)C1CCCCC1	3%	-3%	22	-3
CCNS(=O)(=O)c1ccc(S(=O)(=O)N(Cc2ccccn2)C2CCCCC2)cc1	2%	11%	?	3
CCn1ncc(C2=NOC(C(=O)Nc3c(C)nn(Cc4ccc(F)cc4)c3C)C2)c1C (stereo not drawn)	1%	-3%	-25	8
CCOc1cccc2cc(-c3nnc(NCc4ccc5c(c4)OCO5)s3)c(=O)oc12	0%	·	12	-13
CCOc1cc(C(=O)Nc2c(C)ccc3nsnc23)cc(OCC)c1OCC	-3%	·	-9	13
Fc1ccccc1N1CCN(Cc2nc(-c3ccc(Cl)cc3Cl)no2)CC1	-14%	17%	-8	14
CCCCn1c(SCC(=O)Nc2nnc(C)s2)nnc1-c1ccoc1C	2%	-10%	?	8
Cc1nc2c(c(=O)n1Cc1ccccc1Cl)c1nc3ccccc3nc1n2Cc1ccco1	-27%	?	42	-15
CCOc1ccc(/C=C/C(=O)Nc2ccc(C(N)=O)cc2)cc1OC	-5%	·	83	-4
O=S(=O)(c1ccc(Oc2ccccc2)cc1)N1CCOCC1	10%	0%	-14	22
COc1cccc(-c2nnc(-c3ccco3)o2)c1	2%	·	22	·
c1ccc(-c2nn3nnnc3c3ccccc23)cc1	6%	-3%	-28	1
COc1ccc(S(=O)(=O)Nc2cc(C)c(O)cc2C(C)C)cc1	1%	-13%	-20	-1
O=c1[nH]c(=O)n(Cc2ccco2)c2c1C(C(F)(F)F)(C(F)(F)F)N=C(Cc1ccccc1)N2	-1%	-8%	2	-13
COc1ccccc1-c1cc(C(=O)NC(C)c2ccccc2)no1 (stereo not drawn)	-11%	6%	8	3

The results go on:
SMILES	12-hLO inh	15-hLO-2 inh	PNC inhibitor	IMPase cell inh
Nc1ccn([C@@H]2O[C@@H](CO)[C@@H](O)[C@H]2O)c(=O)n1	-2%	6%	·	1
COc1ccnc(N=CNOCc2ccc(C)cc2)c1C#N	-1%	9%	?	-2
CCCCOC(=O)c1ccc(NC(=O)COC(=O)CSc2nc(C)cc(C)n2)cc1	1%	·	-21	·
O=C(COC(=O)C1(c2ccccc2F)CCCC1)N1CCOCC1	6%	-1%	?	-10
CCCCN(C)Cc1c(O)ccc2c(-c3ccccc3)cc(=O)oc12	2%	0%[2.29 µM]	0	0
CCOC(=O)c1sc(NC(=O)c2c(C)nn(Cc3ccccc3)c2C)cc1C	-6%	3%	-14	4
O=C(Nc1ccc(Cl)c(C(F)(F)F)c1)C(=O)N1CCCCC1	-5%	·	10	-9
COc1ccc(OC)c(Nc2cc(-c3ccccc3)nc(N)n2)c1	-4%	16%	?	16
CCOC(=O)C(NC(=O)c1cccc(Cl)c1)(OCc1ccccc1)C(F)(F)F (stereo not drawn)	1%	·	-3	·
CN1C(=O)CC(P(=O)(c2ccccc2)c2ccccc2)N(C)C1=O (stereo not drawn)	3%	-3%	-3	3
COC(=O)C1=C(N)Oc2cc(C)n(CCc3ccccc3)c(=O)c2C1c1cccnc1 (stereo not drawn)	-3%	17%	33	12
Cc1nc(SCC(=O)NC(C)(C#N)C2CC2)c2c(-c3cccs3)csc2n1 (stereo not drawn)	-1%	·	?	8
Cc1nn(CCc2nn[nH]n2)c2nc(C(F)(F)F)cc(C(F)(F)F)c12	1%	-1%	-84*	4
O=C(C1CCN(S(=O)(=O)c2cccc3nsnc23)CC1)N1CCc2ccccc21	-6%	-14%	8	-9
COCCNc1ccnc2c(Cl)cccc12	-1%	·	-11	·
COc1ccc2c(c1)-c1nc(/N=C/c3c(O)ccc4ccccc34)sc1CC2	-8%	·	-8	·
N#Cc1ccc(-c2ccc(F)cc2)nc1Sc1ccccc1	-1%	1%	-5	6
Cc1nc2cc(NC(=O)N3CCC(c4ccccc4)C3)ccc2n1C (stereo not drawn)	0%	5%	36	-18
C/C(=N\OCC(=O)Nc1c(C)cc(C)cc1C)c1ccc2c(c1)OCCO2	2%	·	12	9
COc1ccc(CCC(=O)NCc2ccco2)cc1	-2%	-3%	-17	-8
N#C/C(=C\c1sc(N2CCOCC2)nc1-c1ccccc1)C(=O)Nc1cccc2ccccc12	2%	·	-2	·
COc1cc(-c2nnc(CSc3nc4ccccc4s3)o2)cc(OC)c1OC	-3%	-5%	-8	15
O=C(c1nc2ncccn2n1)N1CCN(c2ccc(F)cc2)CC1	-1%	4%	28	-4
CCOC(=O)c1c(-c2ccc(C)o2)csc1NC(=S)NC(=O)c1ccc(F)cc1	2%	·	53	·
Cc1ccccc1-c1nnc(-c2ccc(Br)cc2)o1	3%	-1%	?	7
CCN(CC)C(=O)c1ccc(CS(=O)(=O)c2ccc(OC)cc2)o1	4%	·	35	-6
Cc1ccc(-c2nnc(SCC(=O)Nc3sc(C)c(C)c3C#N)n2C)cc1	-3%	·	3	9
COc1cccc(C(=O)Nc2cccc(-c3nc4ncccc4o3)c2C)c1	-4%	0%	35	4
CCn1nc(C)c(/C=N/NC(=O)Cc2ccc(Cl)cc2)c1C	-4%	·	50	·
CC(C)CC(=O)NC(=S)Nc1cc(C(F)(F)F)ccc1N1CCOCC1	-2%	·	1	-4
Nc1nonc1-c1nc2ccccc2n1CC(=O)N/N=C\c1ccc(-c2ccc(Cl)cc2)o1	5%	?	-13	6
CCN(CC)S(=O)(=O)c1ccc(NC(=O)Cn2c(=O)sc3ccccc32)cc1	0%	-2%[11.4 µM]	?	?
CCOc1ccc2nc(SCC#N)c(C#N)cc2c1	-1%	-5%	?	-4
Cc1ccc(-c2nnc(CSc3nc(C(C)C)nc4sc(C)c(C)c34)o2)cc1	3%	·	19	-11
Cc1cn(C(=O)c2cccc(Br)c2)c(C)n1	-4%	-2%	17	10
COc1ccc(C(c2nnnn2C2CCCC2)N2CCC(C)CC2)c(OC)c1 (stereo not drawn)	-6%	8%	?	16
COc1ccccc1NC(=O)C1=C(C)NC(=O)NC1c1cccc(OC)c1OC (stereo not drawn)	4%	5%	16	6
O=C(CN(Cc1ccccc1)S(=O)(=O)c1ccccc1)N/N=C/c1ccccc1[N+](=O)[O-]	-8%	-21%	7	5
Oc1ccc(Cl)cc1C1=NCCNC(C(F)(F)C(F)F)=C1	-3%	9%	21	7
O=C(CCCCCN1C(=O)CCC1=O)NCc1ccccc1	5%	-1%	?	16

Copied from the list:
Result of O=C(CCCCCN1C(=O)CCC1=O)NCc1ccccc1 in 15-hLO-2 inh: -1%
Result of COc1ccccc1NC(=O)C1=C(C)NC(=O)NC1c1cccc(OC)c1OC (stereo not drawn) in IMPase cell inh: 6

The main list resumes with the 4 entries that preceded the break.
SMILES	12-hLO inh	15-hLO-2 inh	PNC inhibitor	IMPase cell inh
COc1ccccc1NC(=O)C1=C(C)NC(=O)NC1c1cccc(OC)c1OC (stereo not drawn)	4%	5%	16	6
O=C(CN(Cc1ccccc1)S(=O)(=O)c1ccccc1)N/N=C/c1ccccc1[N+](=O)[O-]	-8%	-21%	7	5
Oc1ccc(Cl)cc1C1=NCCNC(C(F)(F)C(F)F)=C1	-3%	9%	21	7
O=C(CCCCCN1C(=O)CCC1=O)NCc1ccccc1	5%	-1%	?	16
N#CCCn1c(SCC(=O)c2c[nH]c3ccccc23)nc2ccccc21	-3%	-3%	-7	7
COc1ccccc1N1CCN(C(=O)c2c(C)cc(=O)oc2C)CC1	2%	2%	?	-12
CCOC(=O)c1cnc2nc(NCc3ccc(OC)c(OC)c3)[nH]n2c1=O	6%	·	2	-3
O=C(C[n+]1cc2ccccc2c2ccccc21)c1ccccc1	-5%	-1%	?	12
CCCCNc1c([N+](=O)[O-])cc(C)cc1[N+](=O)[O-]	-6%	-6%	?	1
